From PubChem BioAssay
TNAP inh hiacc: TNAP (human) inhibition, high acceptor; purified TNAP, CDP-star luminescence, 1 M DEA; inhibition, % at 20 µM; actives 0.03% (n = 200,000);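 active = over 50% inhibition of tissue-nonspecific alkaline phosphatase at 20 µM in the single-dose screen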;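 note: plate controls were DMSO wells for no effect and EDTA-quenched wells as full inhibition for full effect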
Target sequence (P05186 whole entry, looked up): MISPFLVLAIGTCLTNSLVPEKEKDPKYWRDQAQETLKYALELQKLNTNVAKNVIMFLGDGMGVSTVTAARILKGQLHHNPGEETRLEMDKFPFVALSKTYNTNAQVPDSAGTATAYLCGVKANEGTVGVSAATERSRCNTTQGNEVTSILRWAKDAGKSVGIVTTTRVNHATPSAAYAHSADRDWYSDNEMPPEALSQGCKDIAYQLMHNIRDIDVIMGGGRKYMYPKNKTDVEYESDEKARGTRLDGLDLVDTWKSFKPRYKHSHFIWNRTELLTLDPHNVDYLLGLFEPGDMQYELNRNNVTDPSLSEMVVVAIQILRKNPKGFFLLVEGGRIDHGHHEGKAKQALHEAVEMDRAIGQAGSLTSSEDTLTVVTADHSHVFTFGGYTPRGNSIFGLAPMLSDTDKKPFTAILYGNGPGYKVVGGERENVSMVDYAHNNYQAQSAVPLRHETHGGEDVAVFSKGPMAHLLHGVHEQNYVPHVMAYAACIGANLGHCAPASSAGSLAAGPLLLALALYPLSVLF
G6PDH counter: inhibits Leuconostoc G6PDH, flagging false hits in G6PDH-based assays; actives 0.12% (n = 200,000); AID 1020; inhibition, % at 5 µM; Purified L. mesenteroides G6PDH, diaphorase/resazurin coupled fluorescence, 45 min; in the data active = inhibition above about 50%
FLuc stim CS: firefly luciferase counter-screen for stimulation assays. activation factor at 10 µM. ATPlite luciferase biochemical, luminescence, 10 min; 0 = ATP-free wells, 1 = DMSO control. AID 1027. 200,000 tested, under 10 active. P08659;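 active = luciferase activation factor, scaled between plate controls, of at least 2 with compound at 10 µM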
Target sequence (P08659 whole entry, looked up): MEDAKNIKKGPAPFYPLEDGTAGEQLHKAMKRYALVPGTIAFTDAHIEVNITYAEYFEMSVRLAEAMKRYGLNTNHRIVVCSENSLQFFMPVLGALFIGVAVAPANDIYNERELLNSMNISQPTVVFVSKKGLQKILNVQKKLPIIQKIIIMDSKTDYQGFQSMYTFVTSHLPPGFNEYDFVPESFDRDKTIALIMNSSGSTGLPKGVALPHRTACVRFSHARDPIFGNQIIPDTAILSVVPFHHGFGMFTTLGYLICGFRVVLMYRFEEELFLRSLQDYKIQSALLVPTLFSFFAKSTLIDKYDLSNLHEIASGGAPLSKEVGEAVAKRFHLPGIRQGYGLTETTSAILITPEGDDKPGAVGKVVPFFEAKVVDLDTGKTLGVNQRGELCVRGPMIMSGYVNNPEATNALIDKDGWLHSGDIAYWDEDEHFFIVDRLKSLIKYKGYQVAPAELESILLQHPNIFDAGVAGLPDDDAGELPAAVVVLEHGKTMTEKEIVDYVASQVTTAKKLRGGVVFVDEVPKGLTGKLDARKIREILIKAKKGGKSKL
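Material: Luciferase/luciferin reagent mix | Doses: Test compounds dosed from 2 mM stocks in 100% DMSO | Timing: 10 min incubation after luciferase reagent addition, room temperature | Measured by: Luminescence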
Efa HMGR inh: blocks class II HMG-CoA reductase of Enterococcus faecalis. inhibition, % at 10 µM. actives 0.41% (n = 190,000). purified E. faecalis HMGR, NADPH absorbance 340 nm kinetic;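 active = inhibition above a set limit, the median over all tested compounds plus 3 SD, cut at about 9.5% in these data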;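 note: enzyme runs in reverse so mevalonate oxidation gives rising NADPH absorbance; 0% = complete reaction with DMSO and 100% = background rate lacking mevalonate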
Diaphorase inh: inhibits diaphorase or chemically oxidizes, flagging diaphorase assay artifacts; diaphorase resazurin-to-resorufin fluorescence, NADH, 16 min; bacterial (C. kluyveri) enzyme, not human; inhibition, % at 20 µM; actives 0.69% (n = 190,000);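 active = primary screen inhibition at 20 µM above a set limit, cut at about 50% in these data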;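 note: plate controls were DMSO with full reaction for no effect and wells lacking NADH for full effect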
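Assay system: diaphorase enzyme from Clostridium kluyveri. Quantity: enzyme working solution with 0.14 U/mL diaphorase. Schedule: reaction incubation of 16 min at room temperature. Technique: resorufin fluorescence, excitation 544 nm, emission 590 nm. Controls: No-NADH positive control and DMSO neutral control.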
Diaphorase act: activates diaphorase or chemically reduces, flagging diaphorase assay artifacts; Diaphorase/resazurin coupled assay, resorufin fluorescence, 16 min; stronger effect = higher value; 1 = vehicle wells, 0 = NADH-free wells; activation factor at 20 µM; actives 0.005% (n = 190,000); AID 1229;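 active = diaphorase activity raised at least twofold by the compound at 20 µM; inactive = activation factor below 2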
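Test system: Clostridium kluyveri diaphorase, purified enzyme. Buffer or medium: 50 mM HEPES pH 7.4 buffer plus MgCl2 and Tween 20. Also added: 0.114 mM NADH and 0.1 mM resazurin, final amounts. Dosing: compound 20 µM once, DMSO 1%. Schedule: 16 min enzyme reaction, ambient temperature. Detection: fluorescence of resorufin, 544 nm excitation, 590 nm emission.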
TNAP act hi DEA: increases human TNAP activity under high phosphate acceptor concentration. purified TNAP, CDP-star luminescence, 1 M DEA, 30 min; stronger effect = higher value; 0 = EDTA background, 1 = DMSO-only activity. activation factor at 20 µM. 200,000 tested, under 10 active;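 active = activation factor at least 2 at 20 µM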
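Control set: EDTA negative control, DMSO positive control / Assay system: human TNAP / Quantity: TNAP 1/800 final / Evaluation: TNAP activation factor scaled between EDTA and DMSO control wells / Measured by: luminescent substrate turnover signal / Compound dosing: one dose, 20 µM / Times: 30 min enzyme reaction at room temperature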
PMI act satM6P: activators of human phosphomannose isomerase at near-saturating mannose 6-phosphate; coupled PMI enzyme assay, resazurin fluorescence, 20 min; stronger effect = higher value; 1 = untreated enzyme, 0 = substrate-free blank; activation factor at 20 µM; actives 0.34% (n = 190,000); AID 1216;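 active = activation factor of 2 or more at 20 µM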
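Test system: human PMI in coupled enzyme assay; Input: PMI at 15 ng/mL final; Medium: HEPES buffer, pH 7.4; Schedule: 20 min incubation at room temperature; Technique: resorufin fluorescence at Ex 544/Em 590 nm; Compound: 20 µM single dose; Probe or stimulus: Near-saturating mannose-6-phosphate, 1.0 mM.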
PMI activator: activators of human phosphomannose isomerase; purified human PMI, coupled resazurin fluorescence, 20 min; stronger effect = higher value; 1 = vehicle control, 0 substrate-free wells; activation factor at 20 µM; AID 1214; P34949; actives 0.005% (n = 190,000);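 active = activation factor of 2 or more at 20 µM, relative to plate controls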
TNAP inh no acc: TNAP (human) inhibition, acceptor-free conditions | P05186 | purified TNAP, CDP-star luminescence, 30 min | inhibition, % at 20 µM | actives 0.26% (n = 200,000);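 active = tissue-nonspecific alkaline phosphatase inhibition above about 50% at 20 µM in the single-dose screen, limit read from the data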;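 note: 0% = DMSO negative control and 100% = EDTA positive control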
Active calls of the source: *.

Screening COc1ccccc1NC(=O)Cn1cnc2c1c(=O)n(C)c(=O)n2C returned TNAP inh hiacc -3.1, G6PDH counter 5.9, FLuc stim CS 1.1, Efa HMGR inh -0.4, Diaphorase inh 14.1, Diaphorase act 0.9, TNAP act hi DEA 1, PMI act satM6P 1.1, PMI activator 1 and TNAP inh no acc -8.9.
Screening COC(=O)Cc1csc(NC(=O)CSc2nnc3ccccn23)n1 returned TNAP inh hiacc -2.9, G6PDH counter 3.1, FLuc stim CS 1.1, Efa HMGR inh 0.5, Diaphorase inh 7.9, Diaphorase act 0.9, TNAP act hi DEA 1, PMI act satM6P 1, PMI activator 1.1 and TNAP inh no acc -12.5.
`N#Cc1nc(-c2cccc(Cl)c2)oc1NCc1cccnc1` gave TNAP inh hiacc 0.0, G6PDH counter 6.3, FLuc stim CS 1, Efa HMGR inh -2.4, Diaphorase inh 11.1, Diaphorase act 0.9, TNAP act hi DEA 1, PMI act satM6P 0.9, PMI activator 0.9 and TNAP inh no acc -0.9.
Cn1nnnc1SCC(=O)Nc1nn(-c2ccccc2)nc1C(N)=O was read as TNAP inh hiacc -2.5, G6PDH counter 2.1, FLuc stim CS 1, Efa HMGR inh 4.3, Diaphorase inh -18.1, Diaphorase act 1.2, TNAP act hi DEA 1, PMI act satM6P 1.1, PMI activator 1.1 and TNAP inh no acc -7.2.
CCOC(=O)Cn1nc(C)c(NC(=O)c2cccc([N+](=O)[O-])c2)c1C was read as TNAP inh hiacc -1.5, G6PDH counter 4.5, FLuc stim CS 1.1, Efa HMGR inh -3.3, Diaphorase inh 2.2, Diaphorase act 1, TNAP act hi DEA 1, PMI act satM6P 1, PMI activator 1.1 and TNAP inh no acc -9.3.
COc1ccccc1C(=O)N1CCN(c2nc3cc(C)c(C)cc3cc2C#N)CC1 was read as TNAP inh hiacc -3.8, G6PDH counter 5.1, FLuc stim CS 1, Efa HMGR inh -0.6, Diaphorase inh 24.9, Diaphorase act 0.8, TNAP act hi DEA 1, PMI act satM6P 1, PMI activator 0.9 and TNAP inh no acc -8.1.
`CCCc1cc(C(=O)O)c2ccccc2n1` gave TNAP inh hiacc -1.7, G6PDH counter 6.4, FLuc stim CS 1, Efa HMGR inh -0.9, Diaphorase inh -2.2, Diaphorase act 1, TNAP act hi DEA 1, PMI act satM6P 1.1, PMI activator 1 and TNAP inh no acc -4.9.
`CCOC(=O)N1CCC(NC(=O)c2ccc3snnc3c2)CC1` gave TNAP inh hiacc 1.3, G6PDH counter -7.2, FLuc stim CS 1.1, Efa HMGR inh -5.9, Diaphorase inh 5.1, Diaphorase act 0.9, TNAP act hi DEA 1, PMI act satM6P 0.9, PMI activator 0.9 and TNAP inh no acc -13.6.
`Cc1ccc(C)c(NC(=S)N/N=C/C(C)c2ccccc2)c1` (configuration not stated) gave TNAP inh hiacc -1.7, G6PDH counter -1.9, FLuc stim CS 1, Efa HMGR inh 3.5, Diaphorase inh 1.5, Diaphorase act 1, TNAP act hi DEA 1, PMI act satM6P 1.1, PMI activator 1 and TNAP inh no acc -50.5.
For Cc1cc(NC(=O)CCC(=O)N(CC(=O)NC2CCCC2)Cc2ccccc2Cl)no1 the results were TNAP inh hiacc -7.1, G6PDH counter 2.3, FLuc stim CS 1, Efa HMGR inh 0.0, Diaphorase inh 12.0, Diaphorase act 0.9, TNAP act hi DEA 1.1, PMI act satM6P 1, PMI activator 1 and TNAP inh no acc -12.6.
COc1ccc(C2CC(c3ccccc3)=NN2C(=O)COC(=O)CNC(=O)c2ccccc2)cc1 (configuration not stated) was read as TNAP inh hiacc -0.2, G6PDH counter -7.9, FLuc stim CS 1, Efa HMGR inh -1.2, Diaphorase inh 16.9, Diaphorase act 0.8, TNAP act hi DEA 1, PMI act satM6P 0.9, PMI activator 0.8 and TNAP inh no acc -40.2.
For Cc1nc2cc3nc(C(F)(F)F)[nH]c3cc2[nH]1 the results were TNAP inh hiacc -5.4, G6PDH counter 11.5, FLuc stim CS 1, Efa HMGR inh 0.5, Diaphorase inh 20.3, Diaphorase act 0.8, TNAP act hi DEA 1.1, PMI act satM6P 0.5, PMI activator 1 and TNAP inh no acc -11.6.
For COc1ccc(-n2c(SCC(N)=O)nnc2-c2ccccc2F)cc1 the results were TNAP inh hiacc 2.3, G6PDH counter 3.6, FLuc stim CS 1, Efa HMGR inh -1.9, Diaphorase inh 6.8, Diaphorase act 0.9, TNAP act hi DEA 1, PMI act satM6P 0.9, PMI activator 0.9 and TNAP inh no acc -4.6.
Screening C=CCc1cccc(/C=N/n2c(C)nnc2C)c1O returned TNAP inh hiacc -2.0, G6PDH counter 15.3, FLuc stim CS 1.1, Efa HMGR inh 1.2, Diaphorase inh 4.7, Diaphorase act 1, TNAP act hi DEA 1, PMI act satM6P 1, PMI activator 1 and TNAP inh no acc -11.1.
`O=C(N1CCN(c2ccccc2)CC1)C(F)(F)C(F)(F)F` gave TNAP inh hiacc -0.2, G6PDH counter -2.3, FLuc stim CS 1, Efa HMGR inh 0.5, Diaphorase inh 9.9, Diaphorase act 0.9, TNAP act hi DEA 1, PMI act satM6P 1, PMI activator 1 and TNAP inh no acc -6.6.
CC(C)NS(=O)(=O)c1ccc(OCC(N)=O)c(Cl)c1 was read as TNAP inh hiacc -1.2, G6PDH counter -0.8, FLuc stim CS 1.1, Efa HMGR inh -1.7, Diaphorase inh 0.9, Diaphorase act 1, TNAP act hi DEA 1, PMI act satM6P 1, PMI activator 0.9 and TNAP inh no acc -8.3.
`CN(C)S(=O)(=O)c1ccc(C(=O)OCC(=O)Nc2sc3c(c2C#N)CCCCC3)cc1` gave TNAP inh hiacc 2.7, G6PDH counter 6.2, FLuc stim CS 1.1, Efa HMGR inh 0.9, Diaphorase inh 13.8, Diaphorase act 0.9, TNAP act hi DEA 1, PMI act satM6P 1, PMI activator 1 and TNAP inh no acc -8.0.
CC#CCCc1nc2ccccc2c(=O)n1N was read as TNAP inh hiacc 1.1, G6PDH counter 2.8, FLuc stim CS 1, Efa HMGR inh 3.9, Diaphorase inh 4.8, Diaphorase act 1, TNAP act hi DEA 1, PMI act satM6P 1, PMI activator 1 and TNAP inh no acc 6.2.
For O=C1CCC(=O)N1c1nc2n(n1)C(c1ccccc1)C=C(c1ccc(Br)cc1)N2 (configuration not stated) the results were TNAP inh hiacc -0.9, G6PDH counter 9.0, FLuc stim CS 1, Efa HMGR inh -1.1, Diaphorase inh 19.0, Diaphorase act 0.8, TNAP act hi DEA 1, PMI act satM6P 0.9, PMI activator 1 and TNAP inh no acc -5.8.
`O=C(COc1ccc(C(=O)Nc2ccc(Cl)cc2)cc1)NCc1ccccc1` gave TNAP inh hiacc 0.3, G6PDH counter -2.3, FLuc stim CS 1, Efa HMGR inh -4.4, Diaphorase inh 5.1, Diaphorase act 0.9, TNAP act hi DEA 1, PMI act satM6P 1, PMI activator 0.9 and TNAP inh no acc -11.5.

Next section; it opens with the two that closed the last part.
For O=C1CCC(=O)N1c1nc2n(n1)C(c1ccccc1)C=C(c1ccc(Br)cc1)N2 (configuration not stated) the results were TNAP inh hiacc -0.9, G6PDH counter 9.0, FLuc stim CS 1, Efa HMGR inh -1.1, Diaphorase inh 19.0, Diaphorase act 0.8, TNAP act hi DEA 1, PMI act satM6P 0.9, PMI activator 1 and TNAP inh no acc -5.8.
`O=C(COc1ccc(C(=O)Nc2ccc(Cl)cc2)cc1)NCc1ccccc1` gave TNAP inh hiacc 0.3, G6PDH counter -2.3, FLuc stim CS 1, Efa HMGR inh -4.4, Diaphorase inh 5.1, Diaphorase act 0.9, TNAP act hi DEA 1, PMI act satM6P 1, PMI activator 0.9 and TNAP inh no acc -11.5.
C=CCn1c(Cc2cccs2)nnc1SCC(=O)NCc1ccco1 was read as TNAP inh hiacc -6.2, G6PDH counter 4.9, FLuc stim CS 1.1, Efa HMGR inh 1.1, Diaphorase inh 19.4, Diaphorase act 0.8, TNAP act hi DEA 1.1, PMI act satM6P 1, PMI activator 1 and TNAP inh no acc -12.6.
For CCN(CCCNC(=O)CCn1c(=O)[nH]c2ccsc2c1=O)c1ccccc1 the results were TNAP inh hiacc 5.2, G6PDH counter -2.9, FLuc stim CS 1, Efa HMGR inh -5.0, Diaphorase inh -1.8, Diaphorase act 1, TNAP act hi DEA 0.9, PMI act satM6P 0.9, PMI activator 1 and TNAP inh no acc 9.2.
For O=C(c1ccccc1)n1nnc2ccccc21 the results were TNAP inh hiacc -3.6, G6PDH counter 3.6, FLuc stim CS 1, Efa HMGR inh 4.9, Diaphorase inh 10.0, Diaphorase act 0.9, TNAP act hi DEA 1, PMI act satM6P 0.9, PMI activator 0.8 and TNAP inh no acc -7.2.
For CCc1ccc(N2CC(C(=O)Nc3cc(C)ccc3F)CC2=O)cc1 (configuration not stated) the results were TNAP inh hiacc -4.7, G6PDH counter 4.7, FLuc stim CS 1, Efa HMGR inh 4.5, Diaphorase inh 2.2, Diaphorase act 1, TNAP act hi DEA 1, PMI act satM6P 1, PMI activator 0.9 and TNAP inh no acc -7.3.
COCc1[nH]nc2c1C(c1c(F)cccc1Cl)C(C#N)=C(N)O2 (configuration not stated) was read as TNAP inh hiacc 4.4, G6PDH counter -1.0, FLuc stim CS 1, Efa HMGR inh 2.0, Diaphorase inh 1.2, Diaphorase act 1, TNAP act hi DEA 1, PMI act satM6P 1.1, PMI activator 1 and TNAP inh no acc 7.9.
For Clc1ccc(-n2c(SC/C=C/c3ccccc3)nnc2-c2cccnc2)cc1 the results were TNAP inh hiacc -1.4, G6PDH counter 22.8, FLuc stim CS 1.1, Efa HMGR inh -1.9, Diaphorase inh 15.5, Diaphorase act 0.8, TNAP act hi DEA 1, PMI act satM6P 1, PMI activator 0.9 and TNAP inh no acc 5.4.
For O=C(NCCCN1CCOCC1)c1ccc(S(=O)(=O)N2CCOCC2)cc1 the results were TNAP inh hiacc -4.6, G6PDH counter 1.1, FLuc stim CS 1, Efa HMGR inh 1.0, Diaphorase inh -4.0, Diaphorase act 1, TNAP act hi DEA 1, PMI act satM6P 1.1, PMI activator 1.1 and TNAP inh no acc -12.3.
For CCCC(C)C(=O)Nc1nc(C)c(-c2csc(Nc3cc(OC)ccc3OC)n2)s1 (configuration not stated) the results were TNAP inh hiacc -9.5, G6PDH counter 8.9, FLuc stim CS 1.1, Efa HMGR inh -0.2, Diaphorase inh 24.7, Diaphorase act 0.8, TNAP act hi DEA 1.1, PMI act satM6P 0.9, PMI activator 0.9 and TNAP inh no acc -4.0.
